RXFP1 agonist: RXFP1 (human) receptor agonism; Q9HBX9; HEK293T-RXFP1 cAMP TR-FRET, 30 min; response scale: percent of porcine relaxin response, buffer zero; Potency, µM (highest dose often 57.5 µM), for inactives: top-dose activation, hits mostly activators; actives 0.3% (n = 370,000); AID 2676; active = well fitted activation curve with a large enough effect; also: potency is read from the fitted curve at half-maximal effect; % is scaled to controls: 0 for no effect and ±100 for the full control effect; nearly all actives have a fitted effect of over 60% in size; many of its hits are not listed in these tables
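cAMP rise read by TR-FRET after 30 min, 37C compound exposure (up to 58 uM) in RXFP1-transfected HEK293 cells with Ro 20174 present. EC50 from Hill-equation fits, with 29 nM porcine relaxin as 100% and buffer as basal.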
D2 PAM: positively modulates the human D2 dopamine receptor allosterically | P14416 | HEK293 T-REx D2, calcium flux, EC20 dopamine potentiation | potentiation, % at 10 µM | actives 0.34% (n = 340,000);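 active = potentiation over 3 SD above the plate norm, cut at about 30% in these data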; also: 0% is about no effect
Target sequence (P14416 whole entry, looked up): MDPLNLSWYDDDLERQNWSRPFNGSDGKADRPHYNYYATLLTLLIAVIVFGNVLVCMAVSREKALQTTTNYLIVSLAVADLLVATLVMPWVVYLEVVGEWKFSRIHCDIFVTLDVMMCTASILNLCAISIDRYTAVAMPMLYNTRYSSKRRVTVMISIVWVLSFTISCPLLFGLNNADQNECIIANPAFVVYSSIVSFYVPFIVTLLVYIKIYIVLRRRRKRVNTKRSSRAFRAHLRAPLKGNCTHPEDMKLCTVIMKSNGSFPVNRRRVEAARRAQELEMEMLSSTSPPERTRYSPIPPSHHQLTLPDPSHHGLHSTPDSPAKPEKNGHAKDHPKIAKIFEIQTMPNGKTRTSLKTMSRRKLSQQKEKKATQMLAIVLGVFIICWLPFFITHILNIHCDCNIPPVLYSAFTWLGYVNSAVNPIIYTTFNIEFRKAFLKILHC
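Calcium flux readout, no-wash dye, 1 read/s. Inducible HEK293 Trex D2 line, overnight 30 C. Compound alone 180 s (agonist flags), then EC20 dopamine, another 180 s to score potentiation.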
D2 ag: agonists of human D2 dopamine receptor. P14416. HEK293 T-REx D2 cells, calcium flux agonist mode. activation, % at 2 µM. actives 0.53% (n = 340,000). AID 485358;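 active = activation over 3 SD above normal in the single-dose calcium agonist read, cut at about 30% in these data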; also: 0% is about no effect
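Calcium-flux readout, 1 cycle/sec over 180 s following compound pin transfer, in inducible HEK293 Trex D2 cells (force-coupled); dopamine controls included. Positive calcium responses during this window marked compounds as potential agonists.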
D1 potentiator: potentiators of human D1 dopamine receptor; AID 504651; HEK293 TREx D1 cells, calcium flux, dopamine EC20 potentiation; potentiation, % at 10 µM; actives 0.036% (n = 360,000); in the data active = potentiation above about 30%; also: 0% is about no effect
Target sequence (P21728 whole entry, looked up): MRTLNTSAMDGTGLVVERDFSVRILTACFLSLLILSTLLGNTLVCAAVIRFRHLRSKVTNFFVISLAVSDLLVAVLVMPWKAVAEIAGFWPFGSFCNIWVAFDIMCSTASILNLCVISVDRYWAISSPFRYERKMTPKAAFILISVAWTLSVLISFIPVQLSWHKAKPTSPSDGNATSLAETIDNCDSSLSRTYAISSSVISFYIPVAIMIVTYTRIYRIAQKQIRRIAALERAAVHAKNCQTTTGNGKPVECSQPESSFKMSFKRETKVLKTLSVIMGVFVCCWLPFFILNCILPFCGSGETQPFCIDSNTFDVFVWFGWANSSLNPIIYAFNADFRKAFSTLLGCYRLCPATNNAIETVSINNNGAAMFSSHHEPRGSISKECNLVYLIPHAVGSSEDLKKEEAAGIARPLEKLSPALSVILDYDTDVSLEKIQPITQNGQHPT
RXFP1 antagonist: blocks the human relaxin receptor RXFP1; actives 0.59% (n = 350,000); HEK293-RXFP1, relaxin-stimulated cAMP HTRF, 30 min; stronger effect = lower value; activity change, negative = inhibition, % at 57.5 µM; Q9HBX9;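 active = activity change of -60% or lower, but not beyond a set lower limit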; also: % is scaled to controls: 0 for no effect and ±100 for the full control effect
D2 antagonist: antagonizes the human D2 dopamine receptor | inhibition, % at 10 µM | AID 485344 | P14416 | actives 2% (n = 340,000) | HEK293 TREx D2 cells, calcium flux, dopamine EC80; in the data active = inhibition above about 30%; also: 0% is about no effect
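In this primary screen, negative modulation is detected by tracking calcium flux after an EC80 dopamine challenge in inducible HEK293 T-REx D2 cells preexposed to test compound for 180 s.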
D1 antagonist: blocks dopamine activation of the human D1 receptor. HEK293 TREx D1 cells, calcium flux, dopamine EC80; stronger effect = lower value. activity change, negative = inhibition, % at 10 µM. actives 3.2% (n = 360,000); in the data active = activity change below about -30%; also: % is scaled to controls: 0 for no effect and ±100 for the full control effect
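Allosteric or orthosteric antagonism assessed as attenuation of the calcium response to EC80 dopamine, added 180 s after compound, in induced HEK293 Trex D1 cells loaded with no-wash calcium dye.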
D1 agonist: human D1 receptor agonism | P21728 | HEK293 T-REx D1 cells, calcium flux, agonist mode | activation, % at 2 µM | actives 1% (n = 360,000) | AID 504660; in the data active = activation above about 30%; also: 0% is about no effect
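Tetracycline-induced HEK293 TREx D1 cells, force-coupled to calcium signalling, were dye-loaded with a no-wash calcium kit. Compound was pin-added after a 10 s baseline. Fluorescence was read kinetically at 1 cycle/s for 180 s, with calcium rises flagged as agonism.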
TRHR enhancer: TRH receptor (human) allosteric enhancement | AID 493056 | enhancement, % at 2 µM | TRHR cells, fluo-8 calcium fluorescence, EC20 TRH enhancement | actives 0.66% (n = 360,000) | P34981; in the data active = enhancement above about 30%; also: 0% is about no effect
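Enhancer read-out: after compound pinning and an initial kinetic agonist-mode read, an EC20 of TRH (10 nM final) was injected and fluo-8 calcium signal (Ex 480/Em 530) followed at 1 s/cycle for 100 cycles in TRHR-expressing cells.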
* = called active by the depositor; . = not tested or not shown; & = joins results of further samples.

SMILES | RXFP1 agonist | D2 PAM | D2 ag | D1 potentiator | RXFP1 antagonist | D2 antagonist | D1 antagonist | D1 agonist | TRHR enhancer
NC(=O)c1oc2ccc(Cl)cc2c1NC(=O)CN1CCOCC1 | -0.4% | 3 | 0.7 | -7 | -9 | 18 | 12 | -1 | 1
CCNC(=O)CCCOc1ccc(Cl)cc1Cl | 2.5% | 9 | -0.4 | 12 | -1 | -1 | -5 | 0 | 6
COc1ccc(CCNC(=O)CN(Cc2ccc(Cl)cc2)S(C)(=O)=O)cc1OC | 0.7% | -3 | 0.2 | 1 | -5 | 8 | -17 | 5 | -1
CCOC(=O)c1cc(NC(=O)Nc2ccccn2)c(C)nc1C | 1.2% | 6 | -0.4 | -2 | -1 | -6 | 20 | 1 | 28
CCOC(=O)C(CCCP(=O)(c1ccccc1)c1ccccc1)(NC(C)=O)C(=O)OCC | -0.2% | -6 | 0.0 | -4 | 3 | 5 | -4 | 3 | -10
Cc1ccc(S(=O)(=O)N2CCOCC2)cc1C(=O)NCCN1C(=O)S/C(=C\c2ccccc2Cl)C1=O | 7.5% | 5 | 0.4 | -6 | 12 | -17 | -8 | 1 | 0
Cc1ccc2oc(C(=O)NCc3ccccc3)cc(=O)c2c1 | 6.2% | -7 | 1.3 | -3 | -4 | 14 | 0 | 4 | -5
COc1cccc(/C=C/C(=O)OCC(=O)Nc2ccc(N3CCOCC3)cc2)c1OC | 2.2% | 7 | 0.7 | -8 | 0 | 5 | 3 | 2 | 0
O=[N+]([O-])c1cc(-c2nnc(N3CCOCC3)c3ccccc23)ccc1N1CCOCC1 | 1.6% | -10 | 9.2 | -4 | -13 | 7 | -10 | 2 | -2
CC1CN(c2ncnc3c2oc2ccccc23)CC(C)O1 (stereo not drawn) | 2.2% | -18 | 16 | 1 | -8 | 0 | 12 | 2 | 3
Nc1nc(SCC(=O)Nc2cc(C(F)(F)F)ccc2Cl)[nH]c(=O)c1NC(=O)c1ccco1 | 4.5% | 5 | -1.9 | -8 | -7 | 0 | 2 | 3 | 24
COc1ccc(CCN2C(=O)c3oc4cc(C)cc(C)c4c(=O)c3C2c2ccc(F)cc2)cc1OC (stereo not drawn) | -0.2% | 0 | 0.5 | 0 | -6 | . | 1 | 0 | -1
CCOC(=O)c1c(O)cc(C)[nH]c1=O | 5.3%&-0.5% | -18&3 | 1.6 | -2&14 | 0 | 5&12 | -3&0 | 2&4 | -3&-3
O=C(N/N=C/C=C/c1ccccc1)C1CC1c1ccccc1 (stereo not drawn) | 0.5% | -21 | -0.1 | 4 | -23 | 18 | 0 | 3 | -4
Cc1cc(C)cc(N(CC(=O)NC(C)(C)C)C(=O)CCC(=O)Nc2nccs2)c1 | -2.0% | 5 | 0.6 | -2 | -1 | -2 | 8 | 6 | -3
Cc1nn(-c2ccccc2)c(C)c1C(=O)OCC(=O)NC(=O)NC1CCCC1 | 2.1% | -7 | 0.6 | -2 | -22 | 2 | 3 | 1 | 1
CCNc1nc(NCC)nc(N(C#N)CCOc2ccccc2)n1 | 0.1% | 1 | -1.3 | 6 | -4 | -11 | -2 | 7 | 28
CC1CN(Cc2c(O)ccc3c(=O)c(-c4ccccc4Cl)coc23)CC(C)O1 (stereo not drawn) | 0.6% | 6 | -2.0 | 5 | 1 | -9 | -2 | 4 | 8
COc1cc2c(cc1OC)CN(C(=O)CCNS(=O)(=O)c1ccc(Br)cc1)CC2 | 0.1% | 2 | 0.7 | 0 | -7 | -8 | -8 | -1 | -4
C=CCN1CCc2nc(N)sc2CC1 | 0.0% | -23 | 88* | -4 | -17 | 89* | -1 | 0 | 1
COc1ccc(CCNc2ccc(C(CC(N)=O)NC(=O)c3cc(OC)ccc3OC)cc2[N+](=O)[O-])cc1 (stereo not drawn) | 0.2% | -3 | -1.0 | -4 | . | -21 | 2 | 2 | 19
O=C(CCSc1nc(-c2ccco2)cc(C(F)(F)F)n1)Nc1ccc2c(c1)OCO2 | 1.0% | 5 | -0.2 | -4 | 3 | -7 | -7 | -2 | 4
CC(C)(C)OC(=O)NCCc1nnc(SCc2cccc(Cl)c2)o1 | -2.8% | 13 | -1.3 | 6 | -21 | 0 | 5 | -1 | 9
OC(CNC1Cc2ccccc2C1)c1ccccc1 (stereo not drawn) | 0.8% | -4 | -0.7 | 1 | -3 | -21 | 1 | 5 | 12
CC(=O)Nc1ccc(SCC(=O)Nc2ccc(Cl)cn2)cc1 | -1.0% | 0 | 0.9 | 2 | -14 | 8 | 19 | 8 | -3

Entries from the list above with a furan ring, fused or not, in the order listed:
SMILES | RXFP1 agonist | D2 PAM | D2 ag | D1 potentiator | RXFP1 antagonist | D2 antagonist | D1 antagonist | D1 agonist | TRHR enhancer
NC(=O)c1oc2ccc(Cl)cc2c1NC(=O)CN1CCOCC1 | -0.4% | 3 | 0.7 | -7 | -9 | 18 | 12 | -1 | 1
CC1CN(c2ncnc3c2oc2ccccc23)CC(C)O1 (stereo not drawn) | 2.2% | -18 | 16 | 1 | -8 | 0 | 12 | 2 | 3
Nc1nc(SCC(=O)Nc2cc(C(F)(F)F)ccc2Cl)[nH]c(=O)c1NC(=O)c1ccco1 | 4.5% | 5 | -1.9 | -8 | -7 | 0 | 2 | 3 | 24
O=C(CCSc1nc(-c2ccco2)cc(C(F)(F)F)n1)Nc1ccc2c(c1)OCO2 | 1.0% | 5 | -0.2 | -4 | 3 | -7 | -7 | -2 | 4

The main list resumes, starting 2 compounds before the break.
SMILES | RXFP1 agonist | D2 PAM | D2 ag | D1 potentiator | RXFP1 antagonist | D2 antagonist | D1 antagonist | D1 agonist | TRHR enhancer
OC(CNC1Cc2ccccc2C1)c1ccccc1 (stereo not drawn) | 0.8% | -4 | -0.7 | 1 | -3 | -21 | 1 | 5 | 12
CC(=O)Nc1ccc(SCC(=O)Nc2ccc(Cl)cn2)cc1 | -1.0% | 0 | 0.9 | 2 | -14 | 8 | 19 | 8 | -3
O=C1CC(c2ccco2)CC2=C1C1c3ccccc3C(=O)N1c1ccccc1N2 (stereo not drawn) | 1.6% | . | . | -6 | 7 | . | -24 | 1 | 3
CCC[N+]1(CC#CC2(O)CCCCC2)CCOCC1 | 1.4% | . | -0.3 | -3 | 0 | 4 | -5 | 2 | -12
Cc1ccc(CNC(=O)c2ccc(COc3ccccc3)cc2)cc1 | 2.3% | -4 | -0.9 | 1 | -8 | -3 | -6 | 7 | -12
Oc1c(C(c2ccccc2)N2CCN(Cc3ccccc3)CC2)sc2nc(-c3ccco3)nn12 (stereo not drawn) | 2.6% | 0 | -2.1 | -2 | -4 | . | . | -2 | 12
COc1cc(/C=N/NC(=O)c2cc(-c3c(C)nn(-c4ccccc4)c3C)n[nH]2)ccc1O | 1.6% | -6 | -1.0 | 3 | -9 | 5 | 2 | 0 | 5
Cc1cc(N/C=C/C(=O)c2ccc(Br)cc2)no1 | -0.5% | -7 | -0.9 | 1 | -1 | -5 | 5 | 3 | 4
O=C(OCN1C(=O)c2ccccc2C1=O)c1cccnc1SC(F)F | 0.6% | -3 | 0.0 | -2 | -1 | 4 | -8 | 0 | -1
COc1ccc(-c2nnc(SC(C)C(=O)O)o2)cc1 (stereo not drawn) | 1.9% | 19 | -1.0 | -3 | . | . | -23 | 1 | 20
CC(C)CCNc1nc2c(c(=O)n(Cc3cccc(F)c3)c(=O)n2C)n1C | -0.4% | -3 | -0.9 | -7 | -7 | -14 | -9 | 3 | 6
Cc1ccc(C(=O)NCC(=O)NC2CCCCCC2)cc1 | 0.0% | 6 | 0.3 | -8 | -7 | -4 | -10 | 0 | 2
Cn1c(SCc2ccccc2)nnc1-c1cccs1 | -0.6% | -6 | 0.3 | -5 | -23 | 11 | -2 | -1 | -5
O=C1CC(c2ccccc2)=Nc2ccccc2N1Cc1ccccc1 | 0.0% | -2 | -0.5 | -2 | 1 | -7 | 1 | 2 | -10
CCC(OC(=O)CN1C(=O)C(=O)c2ccccc21)C(=O)Nc1ccc(S(N)(=O)=O)cc1 (stereo not drawn) | 1.3% | -7 | 0.0 | -2 | -4 | -16 | -5 | 1 | -3
COc1ccc(NC(=O)c2cnc3cc(C)ccn3c2=O)c(OC)c1 | 1.0% | -3 | -0.1 | -3 | -5 | . | 7 | 2 | 4
O=C(NC1CCCc2ccccc21)c1ccc2c(c1)OCO2 (stereo not drawn) | 1.7% | 12 | 0.3 | 2 | 13 | -7 | -8 | 1 | -8
CCC(=O)N1CCc2cc(Br)cc(S(=O)(=O)CCC(=O)N3CCN(c4ccccc4OC)CC3)c21 | 0.1% | -16 | -0.5 | 1 | -6 | . | 8 | 2 | 0
O=C(NCc1cccnc1)c1cc(-c2cccs2)on1 | 5.2% | -4 | 0.0 | 3 | . | -11 | -10 | 0 | -1
COc1cc(NC(=O)c2ccc(C)cc2)ccc1NC(=O)c1cc2ccccc2o1 | 4.9%&1.8% | -5&2 | 0.9&0.2 | -6&2 | -1 | -13 | 4&5 | 4&0 | -4&4
CC(C)C(NC(=O)c1ccccc1)C(=O)NCc1ccccn1 (stereo not drawn) | -0.2% | -10 | 0.8 | 6 | 8 | 61* | 20 | 2 | -3
CCOC(=O)C(NC(=O)c1ccccc1)(N1CCOCC1)C(F)(F)F (stereo not drawn) | 0.2% | -4 | 1.2 | -7 | -4 | 25 | -8 | 3 | 2
COc1ccc2nc(NC(=O)CSC(C)C(=O)Nc3cc(C)on3)sc2c1 (stereo not drawn) | 0.1% | -2 | 0.8 | -2 | -8 | -8 | -2 | 2 | 10
O=C(NCc1cccnc1)Nc1ccc(Br)cc1Cl | -1.1% | 7 | -0.7 | -4 | 5 | -1 | 3 | 2 | 3
Cc1ccc(Cn2nnnc2CN2CCC(NC(=O)c3ccc(Br)cc3)CC2)cc1 | -0.1% | -7 | 2.6 | -11 | -16 | -20 | -9 | 0 | -3
CCOc1ccc(S(=O)(=O)N2CCOCC2)cc1[N+](=O)[O-] | -3.2% | 15 | 0.9 | 1 | -7 | 5 | 5 | 1 | -2
COC(=O)C1=C(C)N(Cc2ccccc2)C(=NCCc2ccccn2)N[C@H]1c1cccc(F)c1 | 1.0%&-2.7% | -9 | -3.8 | -6&-4 | . | 5 | -7&0 | 25&5 | 5&1
CCN(Cc1ccncc1)C(=O)c1cc(COc2ccc(OC)cc2Cl)on1 | -4.5% | -1 | 0.0 | -1 | 2 | -11 | -9 | 9 | 3
CC(C)(C)OC(=O)N1CCC(c2c(C(=O)NCc3ccccn3)cnn2-c2ccccc2Cl)CC1 | -1.8% | 3 | -0.2 | -1 | -31 | . | 18 | 1 | -15
COc1ccc(OC)c(/C=N/NC(=O)C(=O)N2CCCCCC2)c1 | 4.7% | -13 | 0.4 | -3 | -5 | -7 | 8 | 0 | 6
O=C(CCS(=O)(=O)c1ccccc1Cl)Nc1ccc(S(=O)(=O)Nc2ncccn2)cc1 | -1.6% | -6 | 0.5 | -9 | 0 | 7 | 1 | 2 | -15

Compound activity as filed in PubChem.

Some of the compounds tested. The share of hits here may be higher or lower than overall.
